# D3 antag: qHTS of D3 Dopamine Receptor Antagonist: qHTS; 360,000 tested, 2.5% active; max response, negative = inhibition, %; D(3) dopamine receptor (Homo sapiens), P35462; D3R cells, DiscoveRx beta-arrestin luminescence, antagonist mode; hits give low values; in the data active = max response below about -50%; inconclusive = no clear call, values can overlap the other calls; note: % is set by controls: 0 for no effect and ±100 for the full control effect; mostly tested at two doses, the higher about 12 µM
#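 Cells expressing the human receptor were seeded at 1500 cells/well, incubated overnight at 37 degrees C in 5% CO2, then exposed to library compounds with dopamine controls for 90 minutes at 37 degrees C before luminescent detection.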
# TDP43 rescue: qHTS of TDP-43 Inhibitors; 410,000 tested, 1.8% active; AID 652104, 2013; TDP-43 expressing yeast growth rescue, BacTiter-Glo, 24 h; Potency, µM (top dose mostly 46.1 µM), without a hit: top-dose growth rescue (activation), most hits filed as activators; note: potency is the fitted concentration of half-maximal effect; % of control where 0% means no effect; nearly all actives have a fitted effect of over 50% in size
#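 Cell-based yeast growth screen: TDP-43 expression induced in galactose, inoculum OD600=0.02 after raffinose pregrowth to mid-log. Read-out BacTiter-Glo luminescence at 24 hr, 30 deg C; inhibition of toxicity seen as signal increase.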
# aSyn yeast inh: qHTS of alpha-syn Inhibitors; Yeast expressing alpha-synuclein, growth rescue, BacTiter-Glo, 24 h; Potency, µM (series often up to 46.1 µM), for the others: at the top dose growth rescue (activation), most hits filed as activators; 370,000 tested, 0.14% active; note: potency is the fitted concentration of half-maximal effect; % of control where 0% means no effect; nearly all actives have a fitted effect of over 65% in size
#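 Readout is rescue of growth in alpha-synuclein-expressing yeast, so inhibitors of toxicity appear as activators. Growth after 24 hr at 30 deg C in galactose medium is quantified by luminescence.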
# D3 ag: qHTS of D3 Dopamine Receptor Agonist: qHTS. D3R DiscoveRx beta-arrestin cells, luminescence, 90 min. max activation, %. 410,000 tested, 0.58% active. AID 652048, 2013; in the data active = max activation above about 30%; note: 0% is about no effect; mostly tested at two doses, the higher about 12 µM
#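 Agonist mode: compounds and dopamine controls were applied to plated cells for 90 min at 37 degrees C after an overnight attachment at 1500 cells/well. Luminescent read-out followed 30 - 60 minutes at room temperature with DiscoveRx detection reagent.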
# Abeta yeast res: qHTS for compounds that reverse cellular toxicity of Amyloid beta (A-beta) peptide in yeast: Primary Screen; yeast expressing A-beta42, growth rescue, OD600, 48 h; response scale: 0% DMSO, 100% iron-clioquinol control; Potency, µM (highest dose often 46.1 µM), without a hit: at the highest dose growth rescue, actives largely listed as activators; 410,000 tested, 0.063% active; note: potency is the fitted concentration of half-maximal effect; nearly all actives have a fitted effect of over 55% in size
#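 Yeast growth medium received pinned compounds, then yeast cells expressing toxic A-beta were added; plates incubated at 30 C for 48 hr. Growth read as absorbance at 600 nm, normalized to DMSO and equimolar FeCl3 plus clioquinol controls.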
# EPAC2 agonist: qHTS for Agonist of cAMP-regulated guanine nucleotide exchange factor 4 (EPAC2): primary screen | Rap guanine nucleotide exchange factor 4 (Homo sapiens), Q8WZA2 | EPAC2 activation, biochemical qHTS; response scale: 100% = 6.5 mM cAMP response | Potency, µM (top dose mostly 154 µM), inactives show top-dose activation, most hits filed as activators | 360,000 tested, 0.079% active | AID 720711, 2013; note: potency is the fitted concentration of half-maximal effect; nearly all actives have a fitted effect of over 50% in size
# Target sequence (Q8WZA2 whole entry, looked up): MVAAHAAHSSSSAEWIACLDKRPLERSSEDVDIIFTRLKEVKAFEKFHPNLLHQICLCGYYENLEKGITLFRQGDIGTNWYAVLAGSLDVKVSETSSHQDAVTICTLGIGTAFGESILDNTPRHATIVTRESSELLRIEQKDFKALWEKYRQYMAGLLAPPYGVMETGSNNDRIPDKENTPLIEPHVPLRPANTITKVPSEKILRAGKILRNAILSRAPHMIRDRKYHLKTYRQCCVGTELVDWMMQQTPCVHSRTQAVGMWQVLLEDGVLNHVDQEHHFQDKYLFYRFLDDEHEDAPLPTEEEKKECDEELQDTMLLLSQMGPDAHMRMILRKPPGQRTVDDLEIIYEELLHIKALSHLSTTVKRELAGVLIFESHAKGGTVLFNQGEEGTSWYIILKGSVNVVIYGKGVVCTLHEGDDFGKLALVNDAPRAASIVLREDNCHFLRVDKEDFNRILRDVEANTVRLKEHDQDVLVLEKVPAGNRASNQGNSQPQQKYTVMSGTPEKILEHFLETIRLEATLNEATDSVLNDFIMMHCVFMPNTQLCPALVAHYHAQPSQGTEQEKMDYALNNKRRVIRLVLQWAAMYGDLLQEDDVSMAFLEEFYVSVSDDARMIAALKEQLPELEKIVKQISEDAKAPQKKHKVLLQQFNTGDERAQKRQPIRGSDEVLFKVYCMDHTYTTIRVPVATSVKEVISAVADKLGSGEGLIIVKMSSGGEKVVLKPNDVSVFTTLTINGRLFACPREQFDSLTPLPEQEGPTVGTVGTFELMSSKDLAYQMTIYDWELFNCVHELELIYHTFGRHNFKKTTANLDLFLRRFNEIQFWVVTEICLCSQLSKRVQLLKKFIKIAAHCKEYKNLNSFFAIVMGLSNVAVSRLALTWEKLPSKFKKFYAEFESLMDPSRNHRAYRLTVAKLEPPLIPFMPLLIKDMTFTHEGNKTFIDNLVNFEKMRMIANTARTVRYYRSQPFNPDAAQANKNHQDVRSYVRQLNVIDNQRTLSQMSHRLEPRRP
#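 Each well held 100 nM EPAC2, 250 nM RAP1B-BODIPY-GDP and 50 uM GDP. Fluorescence, read at 5-min intervals to 30 min, was referenced to a 6.5 mM cAMP positive control.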
# FUS yeast rescue: qHTS for Suppressors of FUS Proteinopathy: Primary screen using FUS-linked yeast assay; S. cerevisiae FUS-expressing, growth rescue, OD600, 24 h; Potency, µM (titrated, usually from 76.6 µM), for the others: top-dose growth rescue (activation), most hits filed as activators; 390,000 tested, 0.24% active;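 note: potency is the fitted concentration of half-maximal effect; plate controls were DMSO vehicle for no effect and reference control for full effect; nearly all actives have a fitted effect of over 55% in size; some results filed as inactive show a strong effect at the top dose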
#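 Compound concentration series was pinned onto galactose-induced FUS-expressing yeast seeded at OD 0.005. Plates sat 24hr at 30C; absorbance at 600 nm gave growth. DMSO served as background control.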
# EPAC2 antag: qHTS for Antagonist of cAMP-regulated guanine nucleotide exchange factor 2 (EPAC2): primary screen. Potency, µM (doses to about 114 µM), for the others: at the highest dose activity, negative = inhibition, most hits filed as inhibitors. 360,000 tested, 0.18% active. EPAC2 GEF exchange of Rap1B-BODIPY-GDP, fluorescence. Rap guanine nucleotide exchange factor 4 (Homo sapiens), Q8WZA2. AID 720708, 2013; note: potency is the fitted concentration of half-maximal effect; % is set by controls: 0 for no effect and ±100 for the full control effect; nearly all actives have a fitted effect of over 45% in size; many of its hits are not listed in these tables
# An asterisk follows results filed as active; ? = inconclusive; · = not tested or not shown; & = joins results of further samples; [ ] = another dose, or the depositor's remark. Unless noted, calls come from the whole dose curve; as a rule, active = well fitted curve in the direction sought with a large enough effect; inconclusive = small, poorly fitted or top-dose-only effect, or another doubt; inactive = no such curve, though single readings can be large; an effect the other way counts as inactive or inconclusive. An excerpt. The share of hits here may be higher or lower than overall.
SMILES,D3 antag,TDP43 rescue,aSyn yeast inh,D3 ag,Abeta yeast res,EPAC2 agonist,FUS yeast rescue,EPAC2 antag
CCOC(=O)CC(=O)CSc1nc2c(sc(=S)n2-c2ccccc2)c(=O)[nH]1,31,3%,17%,2,-11%,2%,16%,-3%
COc1ccc(NC(=O)COC(=O)c2cc(=O)c3ccccc3o2)cc1OC,31,4%,-15%,-11,5%,14%,·,11%
CCOC(=O)Cc1c(C)nc2cc(-c3ccc(C)cc3)[nH]n2c1=O,-6,3%,0%,0,16%,-7%,35%,6%
COc1cccc(NC(=O)c2oc3ccccc3c2NC(=O)c2ccccc2C)c1,·,4%,·,1,7%,·,-8%,·
CCOC(=O)C1CCN(CCC(=O)Nc2ccccc2OC)CC1,·,5%,·,-17,-7%,·,12%,·
Nc1nnc(SCC(=O)c2ccc3c(c2)NC(=O)CO3)s1,-3,1%,-1%,1,-3%,4%,9%,5%
Cc1ccc(NC(=O)c2cc(=O)[nH]c3ccccc23)cc1C,14,-15%,0%,-5,-5%,6%,-11%,1%
O=C(Nc1ccc2nc(-c3ccco3)[nH]c2c1)c1cccs1,-7,-25%,0%,1,-13%,3%,15%,-9%
Cc1nc2cccnc2n1-c1cccc(C(=O)N2CCN(c3ccc(Cl)cc3)CC2)c1,·,13%,·,27,-9%,·,38%,·
COc1cccc(CC(NC(C)=O)C(=O)NC2CCN(C(=O)C3CCCCC3)CC2)c1OC (stereo unspecified),14,10%,0%,-13,-8%,-1%,16%,-4%
COc1ccc(-c2csc(N(C)C(=O)c3ccco3)n2)cc1,8,?,0%,-4,-5%,14%,13%,3%
Cc1ccc(N/C(SCc2ccccc2C)=C(/C#N)C(=O)NCc2ccco2)cc1C,-7,20%,0%,1,29%,2%,18%,-1%
CC(=O)Nc1cccc(NC(=O)CSc2nccn2Cc2ccccc2)c1,-10,8%&0%,-5%,-18&1,9%&8%,4%,-5%,-9%
O=C(c1ccc(F)cc1)N1CCN=C1c1ccccc1,9,-17%,-1%,-6,-11%,10%,·,14%
CC(NS(=O)(=O)c1cccc(Cl)c1)C(=O)N(C)C1CCN(C)CC1 (stereo unspecified),10,-4%,-5%,3,-2%,6%,-34%,4%
N#CC1=C(N)N(c2ccccc2)C(c2ccccc2)C1(C#N)C#N (stereo unspecified),-15,-10%,3%,-2,-6%,6%,18%,-1%
CCOc1cc2c(c3c1C(c1ccccc1)N(S(=O)(=O)c1ccc(C)cc1)C3)C(=O)C=CC2=O (stereo unspecified),-115*,13µM*,-3%,-17,-30%,-7%,16%,15%
O=C(/C=C/c1c(Cl)cccc1Cl)Nc1ccncc1,20,20%,-8%,3,-17%,-8%,14%,-9%
C[C@H](O)CNC(=O)c1[nH]cnc1C(=O)Nc1cccc(Cl)c1,?,7%,-3%,-1,0%,4%,-22%,-9%
CCSc1nnc(SCC(=O)N2CCN(C(=O)c3ccco3)CC2)s1,1,4%,1%,3,-7%,-4%,3%,10%
c1ccc(-c2cnc(C3CCCCC3)o2)cc1,-13,-16%,-3%,-4,-14%,11%,3%,-30%
CCC(=O)N1CCc2cc(Br)cc(S(=O)(=O)N3CCC(C(=O)NC(C)(C)C)CC3)c21,-2,-2%&25%,14%,-4&0,4%&3%,4%,18%&-10%,-5%
CCCn1c(SCC(=O)NCc2ccccc2)n[nH]c1=O,15,8%,0%,6,8%,5%,-12%,4%
O=C(NC(=S)N1CCc2ccccc21)C1CCC1,3,16%[9.22 µM],-5%,0,-2%,4%,7%,-3%
CC(=O)Nc1ccc(S(=O)(=O)NCCC(=O)Nc2ccc(C)c(F)c2)cc1,7,-19%,-9%,9,-8%,2%,17%,-8%
O=C(CCC(=O)N1CCN(S(=O)(=O)c2ccc(Cl)cc2)CC1)Nc1ccc2ccccc2c1,22,0%,3%,1,17%,4%,·,0%
CCCc1cc(=O)[nH]c(SCC(=O)NC)n1,-14,-15%,8%,2,5%,12%,-12%,7%
COc1ccc(Cn2cc(CN3CC(N4CCN(C5CCN(C)CC5)CC4)CS3(=O)=O)nn2)cc1 (stereo unspecified),-20,5%,-5%,2,-6%,-1%,-1%,-4%
COc1ccc(-c2ccnc3c(Br)c(C)nn23)cc1,9,11µM*,0%[1.84 µM],4,-12%,8%,26%,?
O=C(N/N=C1\SCC(=O)N1CCc1ccccc1)c1cccs1,0,-6%,4%,-1,-7%,5%,-2%,-9%
O=C(CNC(=O)c1ccc(F)cc1)OCc1cc(=O)n2ccsc2n1,·,14%,·,0,-8%,·,-1%,·
OCCCNc1ncnc2scc(-c3ccc(Cl)cc3)c12,10,?,13%,4,-21%,-2%,4%,-17%
C=CCn1c(SCC(N)=O)nnc1-c1cc2c(s1)CCC(CC)C2 (stereo unspecified),10,3%,-9%,1,10%,4%,0%,8%
O=C(NCCc1ccccc1)c1c[nH]c2ccc(S(=O)(=O)Nc3ccccc3F)cc2c1=O,·,25%,·,5,4%,·,-23%,·
O=c1ccnc(NCCc2ccccc2)[nH]1,-5,-7%,4%,5,7%,20%,-32%,0%
CC(=O)Nc1ccc(NS(=O)(=O)c2cc(Cl)ccc2Cl)cc1,-23,3%,-1%,-8,-2%,7%,22%,-9%
O=C(Nc1ccc2c(c1)OCO2)c1cc(C2CCCCN2C(=O)OCCF)on1 (stereo unspecified),4,25%,5%,1,0%,13%,13%,16%
CC(C(=O)NC1CCCC1)N(c1ccc(Oc2ccccc2)cc1)S(C)(=O)=O (stereo unspecified),2,-21%,-5%,0,-12%,9%,7%,9%
Cc1ccc(/C=C/C(=O)OC(C)C(=O)Nc2ncc(Cl)cc2Cl)o1 (stereo unspecified),4,-6%,-18%,6,-3%,-2%,-33%,12%
CCNc1nc(C(=O)O)nc(N2CCOCC2)n1,-22,-20%,0%,-1,-6%,2%,-3%,11%
Cc1ccc(C(=O)NNC(=O)c2ccco2)cc1,37,17%,-8%,-3,7%,-6%,·,-4%
COC(=O)c1ccccc1NC(=O)Cc1noc2ccc(C)cc12,·,2%,·,3,15%,·,21%,·
Cc1cc(NC(=O)Cc2ccccc2C)no1,-15,-4%,1%,-11,-1%,4%,-27%,6%
COc1ccccc1N1CCN(C(=O)Oc2ccccc2)CC1,6,-4%,-3%,9,-40%,2%,5%,10%
COc1ccc(CNC(=O)c2ccc[nH]2)cc1Cl,5,22%,-9%,2,-2%,6%,-38%,2%
CCOC(=O)c1sc(NC(=O)c2c(CC)noc2C)nc1C,1,5%,4%,-1,1%,2%,13%,8%
CC1=NN(C(=O)Cc2ccc([N+](=O)[O-])cc2)C(O)(c2cccnc2)C1 (stereo unspecified),-9,-11%,-1%,-3,-8%,14%,-8%,0%
Cc1ccccc1Nc1c2c(nc3nncn13)CCC2,·,0%,·,13,6%,·,18%,·
O=C(NCC(c1ccco1)N1CCCCC1)c1cccc(NS(=O)(=O)c2ccc(Br)cc2)c1 (stereo unspecified),-30,-1%,-3%,-7,6%,5%,?,-11%
C=CCn1c(SC(C)C(=O)NCC2CCCO2)nnc1-c1ccc(OC)cc1 (stereo unspecified),-1,3%,-3%,0,-6%,5%,-15%,14%

# Sorted by heavy-atom count (descending): part of the list above
SMILES,D3 antag,TDP43 rescue,aSyn yeast inh,D3 ag,Abeta yeast res,EPAC2 agonist,FUS yeast rescue,EPAC2 antag
CC(=O)Nc1cccc(NC(=O)CSc2nccn2Cc2ccccc2)c1,-10,8%&0%,-5%,-18&1,9%&8%,4%,-5%,-9%
C[C@H](O)CNC(=O)c1[nH]cnc1C(=O)Nc1cccc(Cl)c1,?,7%,-3%,-1,0%,4%,-22%,-9%
O=C(/C=C/c1c(Cl)cccc1Cl)Nc1ccncc1,20,20%,-8%,3,-17%,-8%,14%,-9%

# Next section.
SMILES,D3 antag,TDP43 rescue,aSyn yeast inh,D3 ag,Abeta yeast res,EPAC2 agonist,FUS yeast rescue,EPAC2 antag
COc1ccc(-c2cc(-c3ccco3)[nH]c(=O)c2C#N)cc1,0,-3%,0%,3,2%,5%,4%,-3%
CC(C)Cc1nc(N2CCN(C(=O)c3ccco3)CC2)c(C#N)c2c1CCC2,?,?,-2%,1,-14%,2%,?,-11%
O=[N+]([O-])c1nn(-c2ccccc2)n(O)c1=NCc1ccc2c(c1)OCO2,-10,25%,4%,-4,3%,9%,-12%,-1%
CCN(C(=O)COC(=O)c1cc(C)n(-c2ccc(F)cc2)c1C)C1CCS(=O)(=O)C1 (stereo unspecified),22,-3%,-8%,-12,-6%,-3%,31%,3%
Cc1ccc(S(=O)(=O)NCC(=O)OCC(=O)N(CCC#N)c2ccccc2)cc1,7,12%,0%,7,-4%,-1%,·,7%
CSCCC(NC(=O)c1ccco1)C(=O)N1CCN(Cc2ccccc2)CC1 (stereo unspecified),5,11%,3%,-5,1%,11%,10%,6%
COc1cc(NC(=O)CCN2CCN(c3ccccc3F)CC2)cc(OC)c1,0,-25%,-1%,21,9%,4%,1%,-5%
CCOC(=O)C1(C)CCCN(C(=O)C(c2ccccc2)c2ccccc2)C1 (stereo unspecified),?,6%,-5%,-9,13%,7%,6%,-26%
CCCc1nc(SCC(=O)N2CCCc3ccccc32)c2c(=O)n(C)c(=O)n(C)c2n1,41,35µM*,13%,4,-1%,23%,-2%,-29%
Fc1ccc(SCCc2ccccn2)cc1,-17&3,4%&0%,-4%&3%,10&-2,5%&-6%,0%&3%,-25%&-14%,-15%&-3%
O=C(NC(=S)NCc1ccccc1Cl)c1cccs1,2,18µM*,-14%,-9,7%,6%,·,-6%
COc1cc(/C=N/NC(=O)c2cc(O)cc(O)c2)ccc1OC(=O)c1ccccc1,18,-24%,-7%,-1,0%,18%,24%,1%
COc1cc(/C=C(\NC(=O)c2ccccc2)C(=O)NC(C(=O)O)c2ccccc2)cc(OC)c1OC (stereo unspecified),-9,17%,2%,24,-6%,-3%,-1%,10%
O=C(Cc1c(F)cccc1Cl)OCC(=O)N1CCN(c2ccccc2)CC1,17,?,4%,-1,-9%,8%,12%,-8%
